# Mdm2-MdmX inh: human Mdm2/MdmX binding inhibition; AID 485346; inhibition, % at 8 µM; hit rate 3% among 330,000; SaOS-2 split-luciferase Mdm2/MdmX complementation, luminescence;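 active means inhibition of at least 50% at 8 µM in the primary screen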
# CXCR6 inh: CXCR6 (human) receptor inhibition. O00574. CHO-K1 PathHunter CXCR6 beta-arrestin, luminescence. inhibition, % at 20 µM. hit rate 0.36% among 360,000. AID 602244; in the data active means inhibition above about 34%, passing the limit was not always enough;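 further: antagonist mode with CXCL16 agonist at 10 nM final; 0% = 10 nM CXCL16 with DMSO and 100% = unstimulated wells without agonist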
# APJ ag: activates the human apelin receptor APJ. activation, % at 20 µM. P35414. hit rate 0.11% among 330,000. CHO-K1 APJ PathHunter beta-arrestin, luminescence; 0% DMSO wells, 100% apelin. AID 2520;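 active means activation more than six SD over the plate average, tested at 20 µM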;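 further: 0% = DMSO alone and 100% = apelin-13 at 10 nM; some results filed as inactive read as strong as hits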
# Target sequence (P35414 whole entry, looked up): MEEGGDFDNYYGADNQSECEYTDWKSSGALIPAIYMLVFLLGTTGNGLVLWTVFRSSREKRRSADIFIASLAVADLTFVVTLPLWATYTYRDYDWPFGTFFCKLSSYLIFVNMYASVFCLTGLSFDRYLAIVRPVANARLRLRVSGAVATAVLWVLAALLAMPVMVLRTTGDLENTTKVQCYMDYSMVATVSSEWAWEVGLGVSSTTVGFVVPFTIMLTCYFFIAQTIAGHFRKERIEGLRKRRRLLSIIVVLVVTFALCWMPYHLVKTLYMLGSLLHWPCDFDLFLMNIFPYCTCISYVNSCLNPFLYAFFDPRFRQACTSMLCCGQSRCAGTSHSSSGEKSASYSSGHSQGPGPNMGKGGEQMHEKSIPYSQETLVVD
#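 Material: CHO-K1 APJ beta-arrestin complementation cell line; Input: cell density 1000 per well; Incubation: compound stimulation 90 min at 25 °C, detection 60 min; Signal: luminescence from split beta-galactosidase complementation, Galacton Star/Emerald II substrate; Controls: DMSO-only wells as negative, 10 nM Apelin-13 as positive control.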
# CCR6 antagonist: blocks CCL20-driven beta-arrestin recruitment at human CCR6 | P51684 | hit rate 0.49% among 340,000 | CHO-K1 CCR6 PathHunter beta-arrestin, luminescence, CCL20-stimulated | AID 493098 | inhibition, % at 20 µM;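 active means compounds whose inhibition of the agonist-driven luminescence signal at 20 µM reaches about 50%, limit read from the data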;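 further: cells stimulated with CCL20 at 14 nM final; plate controls were DMSO with CCL20 for no effect and DMSO without agonist for full effect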
# Target sequence (P51684 whole entry, looked up): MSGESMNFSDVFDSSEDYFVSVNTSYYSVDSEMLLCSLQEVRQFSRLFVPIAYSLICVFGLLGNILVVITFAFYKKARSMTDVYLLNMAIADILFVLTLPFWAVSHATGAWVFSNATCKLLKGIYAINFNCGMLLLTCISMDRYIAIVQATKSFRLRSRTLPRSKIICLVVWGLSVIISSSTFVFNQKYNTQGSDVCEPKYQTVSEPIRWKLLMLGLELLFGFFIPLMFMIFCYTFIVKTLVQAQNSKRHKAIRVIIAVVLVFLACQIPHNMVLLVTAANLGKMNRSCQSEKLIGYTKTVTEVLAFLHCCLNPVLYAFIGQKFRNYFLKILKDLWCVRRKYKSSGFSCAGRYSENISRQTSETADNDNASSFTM
# XBP1 UPR activ: adaptive UPR (XBP1) activation; CHO-XBP1 luciferase reporter, IRE1-XBP1 UPR activation, luminescence; percent of tunicamycin response, DMSO as zero; activation, % at 20 µM; hit rate 0.33% among 330,000; AID 463104;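 active means versus positive control, 20 µM dose yields 30% or more activation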;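 further: 100% = tunicamycin at 10 µg/mL and 0% = DMSO only wells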
#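 Material – CHO cell line with stable XBP1 luciferase reporter · Buffer or medium – F12 plus 10% FBS · Compound – single point, 20 µM final compound, 1% DMSO · Schedule – 16-18 h cell attachment at 37 °C, then 6 h compound exposure · Signal – Steady-Glo luminescence read · Benchmarks – high control tunicamycin 10 µg/mL final, low control DMSO vehicle only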
# tim23-1 inh: inhibits growth of tim23-1 mutant yeast; inhibition, % at 20 µM; AID 463212; S. cerevisiae tim23-1 growth, BacTiter-Glo luminescence, 24 h; hit rate 1.3% among 330,000;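 active means growth inhibition of the mutant yeast at or above 50%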;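 further: temperature-sensitive mutant grown at 25 °C; plate controls were DMSO-treated mutant yeast for no effect and medium wells lacking yeast for full effect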
# EBI2 antag: blocks human EBI2 receptor beta-arrestin signaling | P32249 | EBI2 beta-arrestin recruitment, luminescence, 7a,25-OHC stimulated | inhibition, % at 5 µM | hit rate 0.81% among 360,000 | AID 651636; in the data active means inhibition above about 38%;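 further: enzyme fragment complementation signal reports receptor beta-arrestin coupling in cells; 0% = agonist plus DMSO wells and 100% = wells without agonist; some results beyond the cut were filed as inactive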
# APJ antagonist: blocks the human apelin receptor APJ | P35414 | CHO-K1 APJ beta-arrestin complementation, luminescence | inhibition, % at 20 µM | hit rate 0.32% among 330,000 | AID 2521;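 active means inhibition above about 40% at 20 µM, limit read from the data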;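 further: cells challenged with 10 nM apelin-13 agonist together with compound; plate controls were apelin-13 plus DMSO wells for no effect and DMSO wells lacking apelin-13 for full effect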
# CHOP UPR activ: activators of apoptotic arm of unfolded protein response (CHOP); CHO-CHOP luciferase reporter, UPR activation, luminescence; percent of tunicamycin response over DMSO baseline; activation, % at 10 µM; hit rate 0.34% among 330,000; AID 449763;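 active means at 10 µM dose, activation of 40% or more, normalized to positive control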;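 further: 100% = tunicamycin at 10 µg/mL and 0% = DMSO alone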
#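 Assay system: CHO-CHOP cells, stable luciferase reporter of PERK-eIF2a-CHOP signalling / Buffer or medium: F12 plus 10% serum / Compound dosing: one dose, 10 µM in 0.5% DMSO / Times: 6 h compound treatment, 37 °C / Technique: luciferase luminescence / Read-out: % reporter activation, DMSO baseline versus tunicamycin full activation / Benchmarks: tunicamycin and DMSO controls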
# Numbers without * were called inactive; x = not tested or not shown. Some of the compounds tested, so the mix of outcomes need not match the whole.
No.	Compound	Mdm2-MdmX inh	CXCR6 inh	APJ ag	CCR6 antagonist	XBP1 UPR activ	tim23-1 inh	EBI2 antag	APJ antagonist	CHOP UPR activ
1	O=C(C1CCC(CNS(=O)(=O)c2cccs2)CC1)N1CCN(c2ccc(Cl)cc2)CC1 (configuration not stated)	27	-13	26*	-7	-6	8	-32	-40	8.1
2	COc1ccc(CC(=O)OCC(=O)N2CCc3ccccc32)cc1OC	12	1	-3	15	1	12	6	2	-0.4
3	COc1ccc(OC)c(N(CC(=O)NCc2ccncc2)S(C)(=O)=O)c1	0	-5	0	3	-1	-2	-6	-7	-1.0
4	COC(=O)C1=C(C)N(Cc2ccccc2)C(=NCc2cc(OC)c(OC)c(OC)c2)N[C@H]1c1cccc(F)c1	62*	6	2	-10	-1	17	-7	14	0.1
5	CCCS(=O)(=O)N1CCN(C2Cc3ccccc3C2)CC1	14	-2	1	8	-3	1	-6	1	1.9
6	Cc1ccc(OCC(=O)N2CCN(C(=O)CCC3CCCC3)CC2)cc1	31	4	-6	8	-4	19	81*	7	1.6
7	Cc1ccc2nc(N(CCCN(C)C)C(=O)CS(=O)(=O)c3ccccc3)sc2c1	-17	2	-3	-2	0	9	-11	3	-0.4
8	Cn1c(=O)[nH]c(=O)c2c1nc(N1CCOCC1)n2CCSc1nnnn1-c1ccccc1	-25	-2	-2	-4	-1	1	1	4	0.4
9	Cc1cccc2cc(/C=N/NC(=O)c3ccccc3O)c(Cl)nc12	7	-4	-4	8	-1	-4	2	0	2.5
10	CCc1sc(N(C(=O)Cc2ccccc2)c2ccccc2)nc1-c1ccccc1	25	17	-4	15	-2	3	14	-2	1.1
11	Cc1ccc(C)n1-c1ccc(N2CCOCC2)c([N+](=O)[O-])c1	20	2	-1	14	-2	7	-10	5	-2.3
12	O=C(CCCCn1c(=O)[nH]c2ccccc2c1=O)N1CCN(c2cccc(C(F)(F)F)c2)CC1	31	8	5	-3	3	23	8	-11	2.0
13	Cc1[nH]n(-c2ccccc2)c(=O)c1C=NC1CCCCC1	-5	-2	1	22	4	11	-17	6	1.4
14	O=C(Nc1ccc2c(c1)S(=O)(=O)N=C1CCCCCN12)c1ccccc1Cl	-2	-4	-3	-2	1	3	5	2	-1.0
15	COc1ccccc1N(CC(=O)NCCN1CCOCC1)S(=O)(=O)c1ccccc1	6	-19	0	2	0	12	-7	-8	0.3
16	O=C(COC(=O)C(O)c1ccccc1)c1ccc2c(c1)OCCO2 (configuration not stated)	0	0	-3	-4	-6	16	-26	9	-1.1
17	CN(C)C(=O)[C@H]1C[C@H]1[C@@H](O)[C@H](CO)NC(=O)[C@H](Cc1ccccc1)NC(=O)OC(C)(C)C	-4	-2	-2	-6	-1	-5	-15	-11	-3.0
18	COc1cc(CN2C(=S)NC(C)(C)CC2(C)O)cc(OC)c1 (configuration not stated)	12	4	-3	24	5	-7	-8	7	2.1
19	CC(=O)c1ccc(N2Cc3ccccc3/C2=N\C(=O)Nc2ccccc2)cc1	-66	-6	-3	-8	-2	0	-7	-1	0.0
20	O=C(CN1C(=O)c2ccccc2S1(=O)=O)c1ccc(F)c(F)c1	6	2	-3	16	-8	21	0	-16	-6.1
21	Brc1ccccc1OCCCCCN1CCOCC1	-28	-1	-3	15	-4	-6	-11	4	2.1
22	CC1(C)Cc2c(sc(NC(=O)c3ccc(Br)o3)c2C#N)CO1	-67	5	-5	23	3	11	3	11	2.4
23	CCc1ccc(NC(=O)c2cnn3ccccc23)cc1	-11	-6	-1	8	-8	18	-1	4	-8.5
24	COc1ccc(NCC(=O)N/N=C/c2c(C)nn(Cc3ccccc3)c2Cl)cc1	-4	-17	2	14	-4	14	16	-17	1.8
25	CCN(CC(=O)Nc1c(F)cccc1F)C(=O)c1ccc(S(=O)(=O)N2CCCC2)cc1	21	7	-2	-6	1	-3	1	8	-0.6
26	CSc1nc2nc3c(cc2c(=O)n1-c1ccc(C)cc1)COC(C)(C)C3	8	16	-1	12	0	17	-3	-20	-0.4
27	COc1ccc(N2CCN(C(=O)c3cc(=O)c4cc(C)cc(C)c4o3)CC2)cc1	12	6	0	5	-4	34	80*	9	-0.6
28	CCC(C)N1C(=O)CCC1C(=O)O (configuration not stated)	-23	3	2	-13	-1	6	-6	15	-1.2
29	CCOc1ccccc1N1CCN(C(=O)CC(C)C)CC1	4	0	1	-6	-1	7	1	-5	2.6
30	COc1cccc(C(=O)NN2CC(O)=C(c3nc4ccccc4n3C)C2=N)c1	-1	x	-2	x	1	3	x	-3	-1.9

# A different layout for three compounds above.
# Order of results: Mdm2-MdmX inh	CXCR6 inh	APJ ag	CCR6 antagonist	XBP1 UPR activ	tim23-1 inh	EBI2 antag	APJ antagonist	CHOP UPR activ
20. O=C(CN1C(=O)c2ccccc2S1(=O)=O)c1ccc(F)c(F)c1
→ 6	2	-3	16	-8	21	0	-16	-6.1
21. Brc1ccccc1OCCCCCN1CCOCC1
→ -28	-1	-3	15	-4	-6	-11	4	2.1
22. CC1(C)Cc2c(sc(NC(=O)c3ccc(Br)o3)c2C#N)CO1
→ -67	5	-5	23	3	11	3	11	2.4

# Additional entries:
No.	Compound	Mdm2-MdmX inh	CXCR6 inh	APJ ag	CCR6 antagonist	XBP1 UPR activ	tim23-1 inh	EBI2 antag	APJ antagonist	CHOP UPR activ
31	Cc1cccc(/C=N/NC(=O)CC(=O)NCCc2ccccc2)c1	14	3	-3	15	-4	-15	6	12	0.1
32	CC(NS(=O)(=O)CCNC(=O)c1ccccc1)c1ccccc1 (configuration not stated)	14	-3	-4	1	1	5	1	19	-1.8
33	COc1ccc(-c2ocnc2C(=O)N2CCN(C(=O)C(c3ccccc3)c3ccccc3)CC2)cc1	-23	8	3	2	-6	21	-1	5	2.3
34	COC(=O)[C@@H]1CCCN1C(=O)[C@@H](NC(=O)OC(C)(C)C)C(C)C	-39	-5	-6	-5	-5	-4	-2	1	-0.3
35	CN1CCc2cccc3c2C1Cc1ccc(O)c(O)c1-3 (configuration not stated)	-16	-10	3	-2	-6	10	-12	-4	-1.0
36	CN1CCN(C(=O)c2ccc(COc3ccc(Cl)cc3Cl)cc2)CC1	16	-3	-2	5	4	15	1	5	-0.4
37	CC(=O)c1cc(C(=O)Nc2ccc3ccccc3c2)c(C)o1	-6	-7	3	2	2	17	-1	-26	0.4
38	CC1CC(C)CN(CCCNC(=O)CCC(=O)N2CC(C)Oc3ccccc32)C1 (configuration not stated)	14	-14	1	14	0	11	-11	0	0.5
39	Cc1ccccc1NC(=O)c1ccc(Cl)c(NC(=O)c2ccncc2)c1	-1	-1	-1	15	1	13	0	-15	0.6
40	COC(=O)c1ccccc1S(=O)(=O)Nc1ccc2cn[nH]c2c1	22	6	-3	3	0	18	-11	-2	-0.1
41	Cc1nc2ccccc2nc(C)c1=NOCC(=O)N(c1ccccc1)C(C)C	3	5	-1	14	-2	35	1	-3	-1.1
42	COc1ccc(CC(=O)Nc2cccc(C(C)=O)c2)cc1S(=O)(=O)N1CCOCC1	-9	11	-5	9	-5	2	13	-5	0.5
43	CCOc1ccc(OCC)c(S(=O)(=O)n2cc(C)nc2CC)c1	11	-3	-3	5	1	31	7	-5	-0.1
44	C/C(CCc1ccc2c(c1)OCO2)=N\N=C1\NC(=O)CC(C(=O)Nc2ccccc2)S1 (configuration not stated)	-2	-3	-2	-14	0	16	6	5	-1.4
45	COc1ccc(C(=O)CSc2ncnc3nc[nH]c23)cc1	-9	2	1	3	-2	5	1	0	2.5
46	COc1ccc(-c2nc3c(c(SCC(=O)Nc4cccc(O)c4)n2)Cc2c(CO)cnc(C)c2O3)cc1	4	-1	9	-2	-3	4	-4	-14	2.0
47	COC(=O)[C@@]12CCCCN1[C@H](c1ccc(-c3ccc(C(C)=O)cc3)c(OC)c1)[C@@H]1C(=O)N(C)C(=O)[C@@H]12	14	-4	5	-8	-1	-6	-7	7	-0.9
48	CCN1C(=O)C2C(c3cccc(F)c3)NC(C)(C(=O)OC)C2C1=O (configuration not stated)	7	3	-8	-2	0	-5	1	0	2.3
49	O=c1c2cc(-c3ccccc3)sc2ncn1/N=C/c1ccco1	-93	1	-2	9	9	14	-1	14	7.2
50	CCOC(=O)c1cc2c(nc1C)-c1cc(Cl)cc(Cl)c1OC2O (configuration not stated)	25	-12	-6	3	1	-8	8	9	-0.6
51	O=C(CN1C(=O)c2cccc3cccc1c23)Nc1ccc2c(c1)OCO2	0	0	-4	14	-2	-6	1	3	-0.4
52	O=C(Nc1nc2ccccc2s1)c1ccccc1	-210	-3	-3	6	-6	35	1	10	-1.5
53	COc1ccc(C(=O)OCC(=O)N2CC(=O)Nc3ccccc32)cc1Br	-4	3	-3	4	0	-12	-3	-45	2.5
54	COC(=O)c1c(-c2cccnc2)csc1NC(=O)c1ccc2c(c1)OCO2	-9	4	1	-4	-1	20	6	-9	3.5
55	Cc1ccc(-c2nnc(Nc3ccc(CC(N)=O)cc3)c3ccccc23)cc1S(N)(=O)=O	-14	0	-3	15	-1	6	-12	8	-0.5
56	CCCCC(CC)C(=O)NCc1ccc(F)cc1 (configuration not stated)	-9	-1	1	12	-7	28	8	-40	-0.2
57	CCC(=O)NCCc1cc2ccc(C)cc2[nH]c1=O	24	-2	-1	-7	1	2	-3	2	0.7

# Arranged by value in XBP1 UPR activ (rising): 4 of the compounds above
no. | Molecule | XBP1 UPR activ
34 | COC(=O)[C@@H]1CCCN1C(=O)[C@@H](NC(=O)OC(C)(C)C)C(C)C | -5
54 | COC(=O)c1c(-c2cccnc2)csc1NC(=O)c1ccc2c(c1)OCO2 | -1
38 | CC1CC(C)CN(CCCNC(=O)CCC(=O)N2CC(C)Oc3ccccc32)C1 (configuration not stated) | 0
43 | CCOc1ccc(OCC)c(S(=O)(=O)n2cc(C)nc2CC)c1 | 1

# Screens: PubChem, Sanford-Burnham Center for Chemical Genomics
